Bioassay records: PubChem, Broad Institute
RAD52 inh – RAD52 (human) annealing inhibition. recombinant RAD52 DNA annealing, FRET fluorescence. inhibition, % at 18.7 µM. 360,000 tested, 0.46% active. AID 651710;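 active means every replicate showing at least 50% inhibition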
RAD54 inh – inhibitors of human RAD54 branch migration; Q92698; RAD54 Holliday junction branch migration, FAM/BHQ fluorescence; inhibition, % at 10.4 µM; 360,000 tested, 0.14% active;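 active means mean normalized replicate activity at least 40 and at least half of replicates scoring 40 or more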;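 further: 0% = median of neutral control wells and 100% = median of positive control wells; inhibitors cause a drop in the FAM fluorescence signal; in these data hits start at about 50%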
Target sequence (Q92698 whole entry, looked up): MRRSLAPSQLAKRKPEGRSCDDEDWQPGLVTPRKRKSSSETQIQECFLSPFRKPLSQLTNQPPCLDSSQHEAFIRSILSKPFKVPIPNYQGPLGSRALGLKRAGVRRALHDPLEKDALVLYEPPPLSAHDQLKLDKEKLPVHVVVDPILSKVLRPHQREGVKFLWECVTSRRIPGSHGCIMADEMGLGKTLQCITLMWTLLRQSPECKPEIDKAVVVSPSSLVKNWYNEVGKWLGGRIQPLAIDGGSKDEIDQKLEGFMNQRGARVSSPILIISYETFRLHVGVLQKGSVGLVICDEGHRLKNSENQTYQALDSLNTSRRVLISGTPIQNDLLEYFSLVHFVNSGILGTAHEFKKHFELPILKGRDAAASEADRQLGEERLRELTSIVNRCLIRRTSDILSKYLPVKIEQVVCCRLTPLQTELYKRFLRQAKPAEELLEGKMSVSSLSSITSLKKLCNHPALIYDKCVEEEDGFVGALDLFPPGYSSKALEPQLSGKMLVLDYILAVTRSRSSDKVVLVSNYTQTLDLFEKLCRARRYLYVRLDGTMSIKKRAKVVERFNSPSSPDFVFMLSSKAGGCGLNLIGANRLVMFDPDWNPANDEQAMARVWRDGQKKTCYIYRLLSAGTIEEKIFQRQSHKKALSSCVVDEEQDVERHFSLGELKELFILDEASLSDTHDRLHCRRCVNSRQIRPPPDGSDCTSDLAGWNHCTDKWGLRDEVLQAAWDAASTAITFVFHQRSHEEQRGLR
XiGFP reactiv – X-chromosome reactivation activator; XiGFP mouse fibroblasts, % GFP-positive cells imaging, 3 d; cells co-treated with 5-aza-dC sensitizer; scaled so ellipticine positive control = 100%; 360,000 tested, 0.055% active; activation, % at 7.58 µM; AID 743238;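 active means mean normalized replicate activation at least 10% and every replicate at or above 10%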;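 further: 0% = median of on-plate neutral control wells and 100% = ellipticine 6 µM median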
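assay system = SV40-immortalized XiGFP fibroblast cells, line 68-5-11 | buffer or medium = DMEM plus 5-aza-dC sensitizer | doses = single-point pinned compound dosing | times = 3-day compound exposure, then 15 min fixation at room temperature | benchmarks = positive control ellipticine, 6 µM final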
FN deposition inh – fibronectin deposition inhibition; AH1F fibroblasts, Alexa488-fibronectin deposition fluorescence, overnight; inhibition, % at 12.6 µM; 350,000 tested, 0.086% active;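 active means mean inhibition across replicates of 30% or more, regardless of how many single replicates reach that level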;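 further: positive control wells lacked labelled fibronectin entirely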
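Material: AH1F fibroblast monolayer depositing Alexa488-labelled fibronectin into matrix | Input: 10000 AH1F cells/well | Medium: DMEM plus 2% serum, read in PBS | Reagent: Alexa488-fibronectin, 24 nM final in well | Compound dosing: One dose per compound, pinned | Schedule: 1 h adhesion, overnight exposure | Measured by: Fluorescence at 485 nm excitation, 525 nm emission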
EWS-Fli block – inhibitors of EWS/Fli oncoprotein transcriptional activity. inhibition, % at 12.6 µM. A673 NR0B1-luciferase reporter, viability-normalised. 350,000 tested, 0.67% active;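 active means mean inhibition of at least 50% after viability correction, with every replicate also passing that limit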;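 further: firefly luciferase signal divided by Alamar Blue viability fluorescence both relative to DMSO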
E-selectin induc – E-selectin induction on HUVECs. P16581. HUVEC E-selectin immunofluorescence imaging; normalized: neutral wells 0, TNF-alpha wells 100. activation, % at 7.58 µM. 260,000 tested, 0.37% active;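 active means mean E-selectin-positive cell signal at least 10% of the positive control, reached in at least 60% of replicates, without over 20% cell loss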;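 further: in these data hits start at about 27%; measured in HUVEC primary endothelial cells; signal is the percent of cells scored E-selectin positive by PE staining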
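Test system: HUVEC | Signal: Immunofluorescence imaging | Read-out: Percent E-selectin-positive cells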
esBAF inh – blocks esBAF chromatin remodeling in mouse ES cells. 350,000 tested, 2% active. AID 602393. reporter increase, % at 12.5 µM. Bmi1-luciferase knock-in reporter, 24 h; 100% = twice the neutral-well signal; in the data active means activation above about 40%;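 further: 0% = median of the plate's neutral control wells and 100% = double that signal; a rise in the Bmi1 reporter signal indicates esBAF inhibition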
S100A4 inh HTS – blocks human S100A4 binding to myosin IIA peptide; P26447; S100A4/TAMRA-MyoIIA peptide fluorescence polarization; inhibition, % at 10.7 µM; 360,000 tested, 0.14% active;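 active means mean inhibition of at least 70% across replicates, with every replicate also reaching that level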
Target sequence (P26447 whole entry, looked up): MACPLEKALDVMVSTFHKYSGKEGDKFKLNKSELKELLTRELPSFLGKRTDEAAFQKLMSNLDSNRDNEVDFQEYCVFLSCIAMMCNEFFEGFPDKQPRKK
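Material: S100A4 monomer protein | Medium: HEPES pH 7.2 with CaCl2, KCl, NaCl, DTT, Triton | Reagent: Labelled myosin peptide probe, 5 nM | Doses: One dose per compound | Times: 5 min incubation before reading | Benchmarks: Neutral control DMSO, positive control TFP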
An asterisk follows results filed as active; x = not tested or not shown. Hits appear at their usual frequency. About 3% of those tested had a hit in this group.

structure | RAD52 inh | RAD54 inh | XiGFP reactiv | FN deposition inh | EWS-Fli block | E-selectin induc | esBAF inh | S100A4 inh HTS
NS(=O)(=O)c1ccc(CCNC(=O)CN2CCC(Cc3ccccc3)CC2)cc1 | -13.9 | x | 0.1 | 7.0 | 14.9 | 0.2 | 5.9 | -5.1
C[C@@H]1CCCCO[C@@H](CN(C)S(=O)(=O)c2ccccc2)[C@@H](C)CN([C@H](C)CO)C(=O)c2cc(NC(=O)Nc3cccc4ccccc34)ccc2O1 | -1.3 | 3.3 | 0.1 | -11.7 | 0.8 | x | 1.2 | -1.9
CCn1c(COc2ccc(C)cc2)nnc1SCC(=O)NNC(=O)c1ccc(OC)cc1 | x | 0.5 | 0.4 | 2.7 | x | 0.4 | x | x
NNC(=O)c1ccc(CSc2nc3ccccc3s2)cc1 | -19.5 | -1.4 | 0.1 | -3.2 | -27.4 | x | 41.1 | 0.1
O=C1c2ccccc2C(c2nnnn2Cc2ccccc2)N1Cc1ccc(F)cc1 (stereo not given) | -13.0 | x | -0.1 | -8.5 | 0.0 | -0.1 | x | 10.4
CCCCn1c(N)c(N(CC(C)C)C(=O)C2CC(=O)N(CCc3ccccc3)C2)c(=O)[nH]c1=O (stereo not given) | 5.5 | 10.5 | -0.1 | -2.0 | x | -0.1 | x | -5.7
O=C(CN1CCOCC1)NCC[C@H]1CC[C@@H](NC(=O)Nc2ccc(F)cc2)[C@@H](CO)O1 | 9.0 | 4.6 | 2.7 | x | 11.6 | 1.3 | -5.3 | -1.3
CCCNC(=O)C[C@@H]1CC[C@H]2[C@@H](COC[C@H](O)CN2C(=O)Nc2ccccc2OC)O1 | 5.0 | 1.9 | 0.0 | 1.5 | -3.0 | 0.0 | -1.1 | 22.6
CC(C)CNc1c(N)n(CC(C)C)c(=O)[nH]c1=O | -13.3 | x | 0.0 | -9.2 | 5.7 | x | -3.5 | 2.5
CCOC(=O)c1ccc(Nc2nc(C)nc3c2nnn3Cc2ccccc2)cc1 | -16.2 | -6.3 | 0.1 | -5.5 | 14.5 | -0.1 | 2.0 | -4.7
CCC(=O)N1[C@H](C(=O)OC)[C@@H](CO)[C@@H]2Cn3c(ccc(/C=C/c4ccccc4)c3=O)[C@@H]21 | -0.9 | 5.0 | 0.3 | x | 1.6 | 0.4 | 0.9 | 2.5
Cc1ccc(NC(=O)CCC(=O)N2CCC(C)CC2)c([N+](=O)[O-])c1 | 5.5 | 1.2 | 0.1 | -2.7 | x | 0.5 | -1.3 | -1.0
Cc1ccc(C(=O)NC2(O)C(=O)c3ccccc3C2=O)cc1C | -0.6 | -10.9 | 0.1 | -9.8 | -2.2 | 0.1 | 7.1 | 0.3
COc1ccc(C2/C=C\CN(C(=O)NC34CC5CC(CC(C5)C3)C4)CC(=O)N2Cc2ccc(F)cc2)cc1 (stereo not given) | x | -11.5 | 0.2 | -8.2 | 5.9 | 0.3 | -1.1 | x
CO[C@H]1CN(C)C(=O)c2cc(NS(C)(=O)=O)ccc2OC[C@H](C)N(CC2CCCCC2)C[C@H]1C | 9.0 | -14.8 | -0.1 | 11.8 | -0.7 | -0.2 | 4.8 | 13.3
CC(C)(C)N(CC#CCC(O)(c1ccccc1)C1CCCC1)CCO (stereo not given) | -4.5 | x | 0.1 | -3.2 | -5.1 | x | x | 1.8
Cc1cccc(OCCCC(=O)Nc2nnc(C3CCCO3)s2)c1C (stereo not given) | -1.0 | 3.4 | 0.1 | -2.3 | x | 0.1 | -9.0 | -5.5
N=c1oc2ccc([N+](=O)[O-])cc2cc1C(=O)NCc1ccccc1 | -15.4 | -6.9 | 0.0 | 10.9 | -5.3 | x | -7.6 | -0.8
O=C(NCC[C@H]1CC[C@H](NS(=O)(=O)c2cccc(F)c2)[C@H](CO)O1)C1CCOCC1 | -12.5 | -9.4 | -0.6 | x | -4.1 | -0.6 | -2.9 | 0.0
CN(C)c1ccc2c(c1)[C@@H]1C[C@@H](CC(=O)NC3CCCC3)O[C@H](CO)[C@@H]1O2 | -351.5 | -6.2 | 0.2 | 8.5 | -15.3 | -0.6 | 0.8 | -12.1
Cc1nnc(SCC(=O)NC23CC4CC(CC(C4)C2)C3)s1 | 4.8 | -8.0 | 0.1 | x | -10.5 | x | 6.9 | 1.4
CC(=O)Nc1cc(C(=O)N(C)Cc2ccco2)ccc1Sc1ccc(Cl)cc1 | -7.6 | x | -0.1 | -4.4 | -5.9 | x | x | 0.3
CC1(C(=O)NCc2ccccc2)CN(S(C)(=O)=O)CC(=O)N1Cc1ccco1 (stereo not given) | -12.2 | x | 0.0 | 4.9 | -7.2 | -0.2 | x | 5.4
Cc1cc(C)c(S(C)(=O)=O)c(=O)[nH]1 | 1.2 | x | 0.0 | 6.6 | 6.0 | x | x | 1.6
Oc1ccc(C(=S)N2CCN(c3cccc(Cl)c3)CC2)cc1 | 1.5 | x | 0.0 | -3.3 | 0.7 | -3.5 | x | -3.5
COc1cccc(OC)c1C(=O)NC(=O)Nc1c(F)c(F)c(F)c(F)c1F | -21.3 | x | 0.1 | -0.2 | 1.3 | 0.0 | x | 1.7
C[C@H](CO)N1C[C@H](C)[C@@H](CN(C)C(=O)C2CCCCC2)OCCCC[C@H](C)Oc2ccc(NC(=O)c3ccccc3)cc2C1=O | 8.6 | -0.1 | 0.1 | x | -88.6 | 0.0 | 11.3 | 3.2
O=C(NCc1cccc(Cl)c1)c1ccc2nc[nH]c2c1 | x | -9.4 | 0.5 | 5.0 | x | x | 1.4 | x
CC(C)(C)[S@@](=O)N1Cc2cc(C(=O)NCCc3ccncc3)nc(-c3cccc(-c4ccncc4)c3)c2[C@H]1CCO | 15.0 | 6.1 | 0.5 | -10.9 | 12.2 | 0.3 | 2.9 | -9.7
CCOC(=O)c1cc(-c2sc(NC(=O)c3ccccc3)nc2C)n(-c2ccc(Br)cc2)n1 | -42.0 | x | 0.1 | -1.8 | -20.0 | -6.0 | 50.4* | 10.3
COc1cc2c(cc1OC)C(c1cccc(F)c1)CC(=O)N2 (stereo not given) | -7.0 | 2.4 | 0.3 | 4.4 | 9.0 | x | 2.2 | 0.7
O=C(N/N=C/c1ccc(F)cc1)c1c(O)c2ccccc2[nH]c1=O | 1.5 | x | -0.1 | 0.2 | -9.1 | x | x | 1.1
Cc1noc(C)c1NC(=O)N(C)C[C@@H]1Oc2cc(C#CCN(C)C)ccc2S(=O)(=O)N([C@@H](C)CO)C[C@@H]1C | -9.1 | -11.9 | 0.0 | -3.2 | -3.3 | 0.1 | 4.7 | -11.3
O=C(O)CCc1ccc(-c2ccc(Cl)cc2)n1CC(=O)Nc1ccccc1 | -26.3 | -6.8 | 0.1 | -0.6 | 4.8 | 0.0 | -2.0 | -2.4
CC(C(=O)Nc1ccccc1Cl)N(c1ccccc1)S(C)(=O)=O (stereo not given) | 0.5 | x | 0.0 | 1.3 | 7.9 | -2.2 | -0.6 | 5.1
CCn1c(C(=O)O)c(S(=O)(=O)c2ccc(Cl)cc2)c2ccccc21 | -13.8 | -7.6 | 0.3 | x | -5.2 | x | -4.1 | -2.5

Sorted by the number under esBAF inh (lowest first): 3 from the list above.
| mol | esBAF inh |
| --- | --- |
| O=C(O)CCc1ccc(-c2ccc(Cl)cc2)n1CC(=O)Nc1ccccc1 | -2.0 |
| O=C(NCc1cccc(Cl)c1)c1ccc2nc[nH]c2c1 | 1.4 |
| CCOC(=O)c1cc(-c2sc(NC(=O)c3ccccc3)nc2C)n(-c2ccc(Br)cc2)n1 | 50.4* |

Not a retest: two of the compounds above.
structure | RAD52 inh | RAD54 inh | XiGFP reactiv | FN deposition inh | EWS-Fli block | E-selectin induc | esBAF inh | S100A4 inh HTS
CC(C(=O)Nc1ccccc1Cl)N(c1ccccc1)S(C)(=O)=O (stereo not given) | 0.5 | x | 0.0 | 1.3 | 7.9 | -2.2 | -0.6 | 5.1
CCn1c(C(=O)O)c(S(=O)(=O)c2ccc(Cl)cc2)c2ccccc21 | -13.8 | -7.6 | 0.3 | x | -5.2 | x | -4.1 | -2.5

Next compounds follow:
structure | RAD52 inh | RAD54 inh | XiGFP reactiv | FN deposition inh | EWS-Fli block | E-selectin induc | esBAF inh | S100A4 inh HTS
Cc1cc(C)n2nc(SCCOc3ccccc3F)nc2n1 | -11.0 | -3.9 | 0.3 | -16.0 | -39.7 | -0.1 | 37.4 | 1.8
Cn1c(SCC(=O)Nc2ccc(F)cc2)nnc1-c1cccnc1 | -10.6 | -5.6 | 0.5 | -0.7 | 1.2 | 0.1 | -5.4 | -9.0
O=C(C[C@H]1C[C@H]2c3cc(NC(=O)C4CCC4)ccc3O[C@H]2[C@@H](CO)O1)NC1CCCCC1 | x | x | 0.4 | -3.8 | -7.1 | -0.5 | -3.1 | x
C[C@@H]1CN([C@H](C)CO)C(=O)c2cc(C#Cc3cccc(F)c3)cnc2O[C@@H]1CN(C)C(=O)C1CCOCC1 | x | x | 0.5 | x | -8.4 | 0.0 | 3.9 | x
Cc1cc(S(=O)(=O)NCc2cccnc2)ccc1F | 1.4 | 7.4 | 0.4 | 2.3 | 2.0 | x | -4.1 | -0.7
COc1ccc(N2C(=O)C(C)C(Cc3ccc(C)cc3)C2=O)cc1 (stereo not given) | -11.3 | 6.1 | 0.0 | -4.9 | -12.5 | x | 8.5 | -10.5
COc1ccccc1CCC(=O)Nc1ccc2c(c1)CN(Cc1ccc(CO)o1)CC2 | -116.2 | 11.3 | -0.1 | -0.4 | -2.1 | 1.4 | 4.9 | -4.9
Cc1ccc(CNC(=O)CS(=O)(=O)Cc2nc(-c3ccc(C)cc3)oc2C)cc1 | -17.0 | 7.2 | -0.1 | 0.4 | 1.0 | x | 1.7 | 4.8
CCOc1ccccc1-n1nnnc1SCC(=O)NCC1(N2CCOCC2)CCCCC1 | -7.7 | -7.8 | 0.0 | -0.9 | 3.4 | x | 8.5 | -2.6
COc1cccc(OCc2cc(C(=O)N3CCN(C(C)=O)CC3)no2)c1 | -12.0 | 0.3 | 0.1 | 2.9 | x | x | 70.7* | 6.7
Cc1nnc(SCC(=O)NNC(=O)c2ccco2)n1-c1ccccc1 | -10.8 | -10.7 | 0.0 | -3.3 | -13.9 | -3.4 | -0.7 | -0.7
COc1ccc(C2C(C(N)=O)=C(C)Nc3nc(-c4ccccc4Cl)nn32)c(OC)c1 (stereo not given) | -6.2 | 0.9 | 0.1 | 4.7 | 5.0 | 1.1 | -8.1 | 1.2
CC(/C=C/c1ccccc1)=N/NC(=O)c1cc([N+](=O)[O-])cc([N+](=O)[O-])c1 | -18.7 | -2.1 | -0.1 | 1.8 | 13.5 | x | x | 1.8
Cc1ccc(S(=O)ONc2cccc(NOS(=O)c3ccc(C)cc3)c2)cc1 (stereo not given) | -12.7 | x | 0.1 | x | 9.5 | 0.7 | x | -2.2
C[C@@H]1CN([C@H](C)CO)C(=O)Cc2cc(NC(=O)Cc3ccccc3)ccc2O[C@H]1CN(C)CC1CCCCC1 | 8.6 | -0.9 | 0.1 | x | 12.0 | 1.2 | 2.7 | 7.6
S=C(c1ccccc1)N1CCCC1 | -11.1 | 3.6 | 0.0 | -12.4 | 7.4 | x | 2.3 | -0.9
